NTR1 agonist – NTR1-driven beta-arrestin-GFP spot formation – imaging, U2OS cells, high content, primary screen (AID 493036) | P30989 | agonist mode | activation, % at 20 µM | hit rate 0.17% among 330,000;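 active = activation at or above 40% of the spot to cytoplasm intensity ratio, with at least 20 cells analyzed; inconclusive = wells under 20 cells, flagged as cytotoxic or low count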;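 also: 0% = DMSO without peptide and 100% = 100 nM NTR1 peptide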
Target sequence (P30989 whole entry, looked up): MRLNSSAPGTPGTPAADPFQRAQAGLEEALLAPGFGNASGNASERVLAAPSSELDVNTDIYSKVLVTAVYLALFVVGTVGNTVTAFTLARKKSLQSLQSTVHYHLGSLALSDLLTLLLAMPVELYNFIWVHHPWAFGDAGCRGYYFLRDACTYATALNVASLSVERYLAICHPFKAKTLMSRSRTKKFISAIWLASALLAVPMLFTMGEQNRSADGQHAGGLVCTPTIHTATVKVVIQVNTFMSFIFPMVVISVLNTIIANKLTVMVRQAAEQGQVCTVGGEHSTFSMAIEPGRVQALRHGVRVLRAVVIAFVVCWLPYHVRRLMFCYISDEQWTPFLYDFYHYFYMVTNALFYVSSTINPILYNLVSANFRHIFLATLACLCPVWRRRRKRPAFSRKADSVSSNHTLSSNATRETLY
GPR55 LPI antagonism – inhibition of LPI-stimulated GPR55 beta-arrestin translocation – imaging, U2OS, beta-arrestin-GFP, LPI agonist, primary screen (AID 2013); U2OS GPR55 beta-arrestin-GFP translocation imaging, LPI antagonism; higher % means a stronger effect; one-dose inhibition, % at 10 µM; IC50 in µM for titrated hits; hit rate 0.13% among 290,000;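 active = spots per cell inhibited over 60%, with over 100 cells counted and total cytoplasm intensity under 500,000; inconclusive = wells with under 100 cells, flagged as likely toxic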;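 also: U2OS cells stably carrying GPR55 and arrestin-GFP stimulated by 5 µM LPI near EC80; imaged beta-arrestin-GFP aggregate spots per cell after agonist stimulation; plate controls were LPI-stimulated DMSO wells for no effect and DMSO wells without LPI for full effect; some results filed as inactive read as strong as hits; confirmed hits need IC50 under 10 µM and bright autofluorescent wells are also inconclusive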
LYP phosphatase – inhibitors of LYP phosphatase, biochemical, fluorescence intensity, uHTS (AID 1779). recombinant LYP phosphatase, fluorescence intensity; higher % means a stronger effect. one-dose inhibition, % at 11.5 µM; IC50 in µM for titrated hits. hit rate 0.054% among 290,000; in the data active = inhibition above about 50%;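 also: plate controls were vehicle with enzyme for no effect and no enzyme for full effect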
GPR35 antagonists – GPR35 antagonists blocking zaprinast-driven arrestin recruitment, primary screen, imaging, U2OS, beta-arrestin-GFP, zaprinast agonist (AID 2058). U2OS GPR35 beta-arrestin-GFP translocation imaging, zaprinast antagonism; higher % means a stronger effect. inhibition, % at 10 µM, or IC50 in µM where a hit was titrated. hit rate 0.052% among 290,000;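 active = inhibition of at least 50% with at least 30 cells and total cytoplasm GFP at most 10,000,000; inconclusive = under 30 cells or total GFP of 10,000,000 plus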
T cell HTS – T cell immune modulators affecting CD8 T cell-vesicle binding. hit rate 0.068% among 330,000. 2C CD8+ T cell-vesicle binding, flow cytometry; active compounds read low. calls only at 7 µM;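 active = response, share of CD8 T cells binding vesicles, and their 90th percentile fluorescence all below set limits, cut at about 80% in these data, passing the limit was not always enough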
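System: murine 2C transgenic CD8+ T lymphocytes; also added: QL9-loaded Drosophila micro-vesicles; times: binding 1.5 h at 37 °C; measured by: flow cytometry, PE anti-B7-1 (FL2) versus Alexa647 anti-CD8 (FL8), PFA-fixed; control set: Peptide-free naked vesicles (low) and QL9 vesicles with 0.7% DMSO vehicle (high)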
MgcRacGAP inhibition – MgcRacGAP GTPase-activating activity inhibitors, confirmation, biochemical, ADP Hunter fluorescence. MgcRacGAP-stimulated Rac1 GTP hydrolysis, ADP Hunter fluorescence; higher % means a stronger effect; GST-tagged Rac1 F28L mutant substrate. inhibition, % at 30 µM; hits with a dose series show IC50 in µM. hit rate 0.6% among 340,000. AID 624330;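 active = first-screen hits whose inhibition reached a set limit at any dose in the follow-up dose series; inconclusive = inhibition above the set first-screen limit but never retested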;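 also: fluorescence reports GDP produced by GAP-driven GTP hydrolysis; strong numbers were not always called active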
Hep lipid drop – hepatic lipid droplet formation modulation. AML12 mouse hepatocytes, oleate lipid droplets, BODIPY imaging. inhibition, % at 6.5 µM. hit rate 0.4% among 240,000;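 active = lipid droplet intensity inhibited by at least 50%, with more than 500 cells counted; inconclusive = wells with under 300 cells, treated as cytotoxic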
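Assay system: AML12 mouse liver cells | Compound dosing: One dose, 6.5 µM compound | Read-out basis: Droplet intensity reduction, % inhibition | Measured by: Fluorescence imaging, 20x objective, two fields per well | Schedule: Overnight treatment with compound plus oleate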
GPR55 beta-arrestin – GPR55 agonists via beta-arrestin recruitment, primary screen, imaging, U2OS cells, beta-arrestin-GFP redistribution (AID 1961) | activation, % at 10 µM, or EC50 in µM where a hit was titrated | hit rate 0.048% among 290,000 | U2OS GPR55 beta-arrestin-GFP redistribution imaging; higher % means a stronger effect;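 active = activation above 40% with more than 50 cells counted in the well; inconclusive = wells holding fewer than 50 cells, flagged as toxic or sparse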;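 also: U2OS osteosarcoma cells stably expressing GPR55 and beta-arrestin-GFP; plate controls were DMSO negative control for no effect and LPI positive control for full effect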
SV40 large T antigen – TAg ATPase/helicase activity blockers – biochemical (AID 1903); SV40 large T antigen ATPase/helicase inhibition assay; higher % means a stronger effect; one-dose inhibition, % at 20 µM; IC50 in µM for titrated hits; hit rate 0.39% among 310,000; in the data active = a potency from the dose series; inconclusive = inhibition mostly from about 32% at the one dose, without a potency; inactive = the rest, 99 in 100 with inhibition below about 32%; also: strong numbers were not always called active
Hep lipid drop cells 6.5 µM – also measured in Hep lipid drop; calls as there; cell count; measured here: cell count, cytotoxicity flag;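 cells counted across two imaged fields per well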
T cell HTS vesicle-bound % – further read-out of T cell HTS, marked with its call; double positive events, %; measured here: CD8+ vesicle-bound cell fraction;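 binding gate set so that unloaded-vesicle control wells show 10% double positive cells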
NTR1 agonist cell count 20 µM – also measured in NTR1 agonist; calls as there; cell count; measured here: cell count, cytotoxicity flag
Active calls of the source: *; i = inactive; u = inconclusive; x = no result given.

SMILES	NTR1 agonist	NTR1 agonist cell count 20 µM	GPR55 LPI antagonism	LYP phosphatase	GPR35 antagonists	T cell HTS	T cell HTS vesicle-bound %	MgcRacGAP inhibition	Hep lipid drop	Hep lipid drop cells 6.5 µM	GPR55 beta-arrestin	SV40 large T antigen
O=C1CSC(c2ccccc2)N1Cc1ccccc1 (stereo not given)	0.4	63	-1.7%	-3.5%	3.6%	i	67.0	3.8%	-2.5	816	0.3%	12.9%
Cc1ccc(Sc2ncccc2C(=O)O)cc1C	1.4	61	7.7%	-2.0%	-3.0%	i	22.2	8.9%	-0.2	584	-0.2%	1.7%
COc1cccc(NC(=S)N(CCc2c(C)[nH]c3ccc(C)cc23)Cc2cccs2)c1	-1.4	60	6.8%	3.7%	-6.1%	i	28.0	14.8%	-24.7	732	-0.3%	7.8%
COc1cc2oc3ccccc3c(=O)c2cc1OC	-0.5	81	-4.9%	-37.0%	-12.4%	i	47.5	10.2%	4.2	793	-0.2%	15.9%
CCOc1ccc(Nc2oc(Cc3ccccc3)nc2C#N)cc1	5.0	38	11.5%	3.7%	25.7%	i	6.8	4.4%	-1.0	645	-0.5%	-2.5%
COC(=O)c1c(NC(=O)c2ccn(C)n2)sc2c1CCC2	0.9	52	-1.1%	-11.3%	-5.3%	i	12.6	4.4%	-2.2	812	0.4%	10.0%
C/C(=N\NC(=O)C(=O)Nc1cc(C)ccc1C)c1ccncc1	-0.2	58	3.8%	-7.8%	-5.2%	i	29.0	4.7%	18.0	748	-0.1%	15.2%
CCN(CC)CCN(CC)Cc1ccccc1Br	-0.6	69	3.3%	-4.4%	-0.2%	x	x	8.6%	x	x	-0.2%	0.8%
Brc1ccc(C=Nc2ccc3c(c2)OCCOCCOCCO3)s1	3.8	42	1.0%	-1.7%	-7.4%	i	44.4	u	13.1	699	0.9%	-12.9%
O=C1CCC([N+](=O)[O-])C(c2cccc(Br)c2)N1 (stereo not given)	-1.1	55	-1.8%	-7.9%	-2.7%	i	52.6	4.4%	0.1	710	0.2%	20.7%
NC(=O)C1(N2CCCCC2)CCN(C(=S)Nc2cccc(Cl)c2)CC1	3.7	71	-6.1%	-8.1%	-19.3%	i	19.7	8.6%	6.4	637	0.1%	4.0%
COC(=O)C1=C(C)N(CCc2c[nH]c3ccc(OC)cc23)C(=O)C1	4.9	57	-4.1%	-4.2%	10.9%	i	45.0	-10.8%	3.8	724	0.1%	8.4%
CCOc1ccc2nc(N(CCCN(C)C)C(=O)c3ccc4c(c3)CCCC4)sc2c1	5.7	61	26.6%	-2.2%	4.0%	i	25.8	7.0%	-4.1	698	0.3%	17.3%
O=C1C(=O)N(CCN2CCOCC2)C(c2ccccc2)/C1=C(\O)c1ccc2c(c1)OCCO2 (stereo not given)	2.1	64	11.6%	-4.0%	-3.0%	i	64.7	2.0%	14.2	719	-0.2%	-2.3%
CCC1NC(=O)c2cc(S(N)(=O)=O)c(Cl)cc2N1 (stereo not given)	0.6	60	x	x	x	i	42.5	3.0%	x	x	x	14.7%
CCCCC(c1nnnn1C1CCCC1)N1CCN(C2CCCC2)CC1 (stereo not given)	0.7	61	7.0%	-8.5%	18.0%	i	40.3	3.3%	x	x	-0.1%	13.1%
CC(Sc1nc(N)cc(=O)[nH]1)C(=O)Nc1cccc(Cl)c1 (stereo not given)	1.6	63	12.5%	-5.7%	9.5%	i	47.2	-1.6%	-11.3	556	-0.4%	2.4%
O=C(NCCc1ccc(S(=O)(=O)N2CCCC2)cc1)c1cccs1	-0.4	44	-8.4%	1.1%	4.9%	i	59.8	6.8%	x	x	-0.1%	-4.8%
CCC(C)C(=O)Nc1nc(C)c(-c2csc(Nc3cc(OC)ccc3OC)n2)s1 (stereo not given)	7.0	92	20.5%	-0.1%	11.2%	i	40.2	8.2%	x	x	0.3%	18.7%
COc1ccc(-c2cn3nc(SCC(=O)NCC4CCCO4)ccc3n2)cc1 (stereo not given)	1.2	69	2.2%	-15.5%	-13.2%	i	25.2	9.6%	3.5	649	0.3%	8.2%
C1=C(c2ccccc2)Nc2ncnn2C1c1ccccc1 (stereo not given)	1.0	69	x	x	x	i	49.8	9.3%	x	x	x	8.4%
O=C(COC(=O)C12CC3CC(CC(C3)C1)C2)Nc1ccc([N+](=O)[O-])cc1Cl	2.8	66	12.9%	-1.1%	-3.0%	i	32.0	0.3%	2.5	582	0.0%	6.6%
CCOc1cccc(/C=N/NC(=O)C2CCCC2)c1O	0.4	80	8.9%	-9.3%	-8.2%	i	21.9	10.2%	20.6	634	0.1%	1.9%
CCOc1ccc(NC(=O)Cn2nnc(C(=O)NCc3ccco3)c2N)cc1	0.0	92	7.4%	-4.5%	0.0%	i	28.4	4.4%	x	x	0.0%	0.0%
COc1ccc(OCc2nnc(SCC(=O)NC3CCCCC3)o2)cc1	-1.3	60	-8.2%	-8.7%	9.3%	i	32.6	3.0%	x	x	x	25.4%
Cc1cc(C)n2nc(SCC(=O)N/N=C/c3ccccn3)nc2n1	2.2	53	-0.4%	2.3%	-2.1%	i	48.1	4.0%	-5.4	717	-0.5%	24.5%
COc1ccc(OC)c(/C=c2\sc3nc(-c4cccs4)nn3c2=O)c1	-1.0	67	10.5%	-0.2%	-12.6%	i	23.2	5.8%	1.9	655	0.0%	3.6%
COc1ccc(CCNC(=O)CCN2C(=O)COc3ccc(C)cc32)cc1OC	-0.7	68	-4.2%	-4.0%	-0.9%	i	22.3	2.2%	x	x	0.2%	-0.7%
Cc1ccc(C(=O)NCC(=O)Nc2ccncc2)cc1	-0.5	72	5.1%	-15.2%	4.8%	i	23.1	3.9%	-0.5	844	0.0%	13.3%
c1ccc(Cn2c(CSc3nnnn3-c3ccccc3)nc3ccccc32)cc1	1.6	55	5.0%	0.2%	7.2%	i	48.1	5.9%	x	x	-0.3%	8.4%
Cc1ccc(NC2OC(CO)C(O)C(O)C2O)cc1 (stereo not given)	-0.6	63	-15.1%	-7.9%	5.3%	i	19.6	-2.5%	7.4	740	-0.1%	7.4%
CC(=O)c1sc(NC(=O)C(C)C)nc1C	1.7	52	10.9%	0.6%	-6.6%	i	33.3	8.4%	x	x	-0.1%	6.2%
CCc1ccc(NC2CC(=O)N(c3ccc(OC)cc3OC)C2=O)cc1 (stereo not given)	1.1	59	8.9%	-3.6%	-1.9%	i	34.4	4.7%	1.5	719	-0.1%	-1.3%
O=C(c1cccs1)n1nc(-c2ccccc2)nc1NCc1ccc(F)cc1	3.6	65	6.8%	-8.4%	-4.0%	i	48.4	8.8%	19.7	816	-0.1%	21.6%
Cc1ccc(/C=c2\sc3n(c2=O)CN(c2ccc(Br)cc2)CN=3)o1	-1.3	46	-4.8%	-0.3%	7.6%	i	28.7	11.4%	x	x	-0.2%	23.2%
Cc1cc(C)n(C(=O)Cn2nc(C)c(Cl)c2C)n1	0.3	78	15.8%	-6.9%	11.4%	i	64.9	8.1%	9.0	818	-0.1%	21.9%
Cc1[nH]c2ccccc2c1SCC(=O)N1CCCCCC1	1.3	47	-9.4%	-2.8%	16.4%	i	3.8	7.1%	10.2	679	-0.6%	-4.8%
C=C(C)CSc1nc2c(c(=O)[nH]c(=O)n2C)n1Cc1ccccc1	0.2	82	4.3%	0.6%	2.3%	i	31.2	6.3%	2.0	760	-0.1%	x
CCOC(=O)c1c(NC(=O)/C=C/c2ccco2)sc(C)c1C	1.3	102	14.1%	-1.7%	-12.2%	i	14.4	0.9%	x	x	0.2%	23.3%
Cc1cc(Cl)ccc1Oc1ncc(-c2ccc(Cl)cc2)cn1	1.4	46	-10.3%	-2.6%	-6.3%	i	49.6	2.3%	x	x	0.3%	4.6%
CCCCn1c(SCC(=O)OC)nc2c1c(=O)n(C)c(=O)n2C	2.6	58	8.1%	-8.2%	-0.2%	i	6.1	-2.7%	x	x	0.8%	9.8%
CC(=O)Nc1ccc(C(=O)CSc2cc(C)c3cccc(C)c3n2)cc1	17.1	36	-4.3%	-1.8%	-7.2%	i	55.6	5.8%	-26.2	626	-0.3%	9.6%
Oc1ccc(/C=N/n2cc(-c3ccccc3)[nH]c2=S)cc1	0.1	47	0.7%	3.5%	12.9%	i	11.2	101µM*	14.3	668	0.2%	34.7%
OCc1cn(-c2ccccc2)nn1	-1.6	36	-1.5%	-2.2%	5.9%	i	34.6	4.0%	x	x	-0.3%	-4.0%
CC(=O)Nc1ccc(C(=O)NNC(=O)c2cc([N+](=O)[O-])cc([N+](=O)[O-])c2)cc1	-0.5	83	4.7%	-3.5%	-16.7%	i	55.9	9.1%	3.8	699	-0.2%	x
O=C1CC(c2ccc(O)cc2)Oc2cc(O)ccc21 (stereo not given)	0.2	90	x	x	x	i	33.7	8.9%	x	x	x	12.1%
O=C(O)C(Cc1ccccc1)NS(=O)(=O)c1ccc2c(c1)OCCO2 (stereo not given)	0.6	51	u	1.6%	8.1%	i	44.5	9.9%	x	x	0.2%	-2.8%
CC(C)(C)C(=O)O/N=C(\N)c1ccc(Br)cc1	1.6	58	-6.5%	-4.8%	-2.5%	i	45.1	6.0%	1.3	721	1.5%	11.3%
O=C1c2cccc(Sc3ccccc3)c2C(=O)c2c(Sc3ccccc3)cccc21	0.7	50	7.7%	-2.7%	0.8%	i	23.8	x	11.7	758	0.2%	12.4%
c1ccc(OCCSc2nnnn2C2CCCCC2)cc1	1.0	57	-17.4%	0.1%	0.6%	i	38.5	8.3%	x	x	0.1%	x

From PubChem BioAssay
